Compound activity: PubChem BioAssay, Sanford-Burnham Center for Chemical Genomics
Mdm2 MdmX PPI – human Mdm2/MdmX binding inhibition; inhibition, % at 8 µM; O15151+Q00987; SaOS-2 split-luciferase Mdm2/MdmX complementation, luminescence; hit rate 3% among 330,000;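 active means inhibition of at least 50% at 8 µM in the primary screen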
APJ ag – activates the human apelin receptor APJ | P35414 | CHO-K1 APJ PathHunter beta-arrestin, luminescence; 0% DMSO wells, 100% apelin | activation, % at 20 µM | hit rate 0.11% among 330,000 | AID 2520;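 active means activation more than six SD over the plate average, tested at 20 µM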;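 further: 0% = DMSO alone and 100% = apelin-13 at 10 nM; some results filed as inactive read as strong as hits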
Target sequence (P35414 whole entry, looked up): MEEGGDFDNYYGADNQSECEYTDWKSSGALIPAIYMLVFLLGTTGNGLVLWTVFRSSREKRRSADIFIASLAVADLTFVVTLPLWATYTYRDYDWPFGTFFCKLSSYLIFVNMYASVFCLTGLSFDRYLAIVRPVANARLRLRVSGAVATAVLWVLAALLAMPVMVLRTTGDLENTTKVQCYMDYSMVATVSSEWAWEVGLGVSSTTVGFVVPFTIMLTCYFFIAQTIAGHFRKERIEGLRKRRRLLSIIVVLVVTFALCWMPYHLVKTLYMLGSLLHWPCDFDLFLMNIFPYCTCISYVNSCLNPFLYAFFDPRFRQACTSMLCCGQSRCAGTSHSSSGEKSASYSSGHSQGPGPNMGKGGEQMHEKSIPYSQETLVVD
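assay system = CHO-K1 APJ beta-arrestin complementation cell line | input = cell density 1000 per well | dosing = compound 20 µM once, DMSO 1% | timing = compound 90 min 25 °C, reagent 1 h | measured by = luminescence from split beta-galactosidase complementation, Galacton Star/Emerald II substrate | read-out basis = APJ agonist activity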
XBP1 UPR activ – activators of adaptive arm of unfolded protein response (XBP1); CHO-XBP1 luciferase reporter, IRE1-XBP1 UPR activation, luminescence; percent of tunicamycin response, DMSO as zero; activation, % at 20 µM; hit rate 0.33% among 330,000; AID 463104;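 active means versus positive control, 20 µM dose yields 30% or more activation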;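 further: 100% = tunicamycin at 10 µg/mL and 0% = DMSO only wells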
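Material: CHO-XBP1 cells stably carrying IRE1-XBP1-driven luciferase reporter | Medium: F12 with 10% serum | Compound dosing: 20 µM single concentration, DMSO 1% | Incubation: Overnight seeding at 37 °C, 6 h compound treatment at 37 °C | Detection: Steady-Glo luminescence read | Read-out basis: % activation of reporter signal versus tunicamycin and DMSO controls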
CHOP UPR activ – apoptotic UPR (CHOP) activation; activation, % at 10 µM; CHO-CHOP luciferase reporter, luminescence; percent of tunicamycin response over DMSO baseline; hit rate 0.34% among 330,000;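 active means at 10 µM dose, activation of 40% or more, normalized to positive control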;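 further: 100% = tunicamycin at 10 µg/mL and 0% = DMSO alone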
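Test system: CHO-CHOP cells, stable luciferase reporter of PERK-eIF2a-CHOP signalling | Quantity: 500 CHO-CHOP cells per well | Buffer or medium: F12 plus 10% serum | Compound dosing: 10 µM single point, 0.5% DMSO | Schedule: 6 h compound treatment, 37 °C | Signal: Luciferase luminescence | Control set: Tunicamycin high control, DMSO low control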
APJ antag – blocks the human apelin receptor APJ; hit rate 0.32% among 330,000; P35414; CHO-K1 APJ beta-arrestin complementation, luminescence; inhibition, % at 20 µM;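 active means inhibition above about 40% at 20 µM, limit read from the data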;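 further: cells challenged with 10 nM apelin-13 agonist together with compound; plate controls were apelin-13 plus DMSO wells for no effect and DMSO wells lacking apelin-13 for full effect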
tim23-1 inh – tim23-1 yeast growth inhibition; S. cerevisiae tim23-1 growth, BacTiter-Glo luminescence, 24 h; inhibition, % at 20 µM; hit rate 1.3% among 330,000; AID 463212;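 active means growth inhibition of the mutant yeast at or above 50%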;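 further: temperature-sensitive mutant grown at 25 °C; plate controls were DMSO-treated mutant yeast for no effect and medium wells lacking yeast for full effect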
697 NFkB inh – lowers PMA/ionomycin-induced NF-kB signal in 697 B cells. 697 B-cell NF-kB luciferase reporter, 16 h. hit rate 0.33% among 330,000. inhibition, % at 4 µM; in the data active means inhibition above about 35%
Jurkat NFkB inh – inhibitors of the PMA/ionomycin-induced NF-kB reporter in Jurkat cells | AID 435003 | hit rate 0.53% among 330,000 | inhibition, % at 4 µM | PMA/ionomycin-induced NF-kB luciferase reporter, luminescence; in the data active means inhibition above about 50%
An asterisk follows results filed as active; & = joins results of further samples.

SMILES	Mdm2 MdmX PPI	APJ ag	XBP1 UPR activ	CHOP UPR activ	APJ antag	tim23-1 inh	697 NFkB inh	Jurkat NFkB inh
Cc1ccc(OCc2cc(C(=O)NC3CCOC3)no2)cc1C (stereo not drawn)	22	-6	-4	1.1	7	20	-15	-17
Cc1cc(C)nc(NS(=O)(=O)c2ccc(NC(=O)C3CC(=O)N(c4ccccc4)C3)cc2)n1 (stereo not drawn)	4	-5	3	0.3	11	7	14	12
Cc1nn(Cc2ccc(F)cc2)c(Cl)c1/C=N/NC(=O)c1ccccc1	0	2	1	2.6	-14	12	18	-30
O=C(Nc1cccnc1)c1c(F)cccc1F	4	-2	2	-1.5	-3	-6	34	5
Clc1ccccc1-c1nc(-c2ccncc2)no1	-86&-40	-3&-4	-3&1	1.4&3.3	-6&23	6&0	-126&-123	-70&-67
CN(CC(=O)Nc1ccc(Cl)c(Cl)c1)C(=O)CC1OC(=O)c2ccccc21 (stereo not drawn)	19	0	-5	-0.3	7	6	13	4
CC(C)C(=O)NCCc1nc2ccccc2n1CCc1ccccc1	-33	0	-1	0.1	-2	12	5	-12
Cc1nn(CC(=O)NCc2cccnc2)c(C)c1[N+](=O)[O-]	-11	-2	-1	-0.4	-4	8	-3	4
O=C(COc1ccccc1)Nc1nnc(COc2ccccc2)s1	22	1	-2	0.3	10	4	18	9
CC1=CC(=O)C(C(C)C)=C/C1=C(\c1cc(C(C)C)c(OP(=O)(O)O)cc1C)c1ccccc1C(=O)O	75*	-1	-6	1.2	3	3	10	-7
CCOC(=O)C1(CCc2ccccc2)CCN(Cc2c(O)cccc2OC)CC1	55*	-1	-5	-2.6	9	29	-11	11
O=C(O)C1CCCCC1C(=O)NCCc1ccccc1 (stereo not drawn)	-8	-3	-1	-1.1	7	-3	15	-11
Cc1sc2ncnc(OCC(=O)N3CCN(S(=O)(=O)c4ccc(Cl)cc4)CC3)c2c1C	1	1	-1	1.9	9	4	29	2
COC(=O)c1ccc2c(=O)n(Cc3ccc4c(c3)OCO4)c(=S)[nH]c2c1	27	-5	13	1.6	4	-17	-6	4
O=C(Nc1ccc2c(c1)OCO2)c1c[nH]c(=O)n(-c2ccc(F)cc2)c1=O	7	-1	-2	6.1	-1	-8	-18	-8
O=C(O)c1ccc(CSc2nnc(SCc3ccccc3)s2)cc1	-15	-4	2	0.9	1	16	5	-1
CCOc1ccccc1N(CC(=O)NC1CCCCC1)S(=O)(=O)c1ccc(C)cc1	17	-5	2	0.8	-1	24	17	-10
CC1(C)Cc2c(sc(NC(=O)c3ccc(S(=O)(=O)N4CCCCCC4)cc3)c2C#N)C(C)(C)N1	21	-6	-9	0.6	25	-8	-14	9
O=C(OCc1ccc(-c2ccccc2)cc1)c1cccc(O)c1	-13	3	4	7.3	-32	44	-31	-11
CC(CCOS(N)(=O)=O)c1ccccc1 (stereo not drawn)	-28	12	-3	-1.7	10	-1	1	11
CCOC(=O)C1CCCN(C2=NC(=O)/C(=C/c3ccc(OC)c(OC)c3)S2)C1 (stereo not drawn)	9	-3	10	3.7	2	28	2	0
Cn1cc(C(=O)N2CCN(c3ccccc3)CC2)c(=O)c2cc(S(=O)(=O)N3CCOCC3)ccc21	3	-1	-3	0.7	-1	16	1	7
COC(=O)COc1ccc(S(=O)(=O)NCc2ccc3c(c2)OCO3)cc1C	23	1	-5	0.8	10	24	3	-12
O=C(Nc1ccc(F)c(Cl)c1)Nc1cnccn1	22	-4	1	2.6	-5	1	18	2
CCN(CC)CCCNC(=O)c1ccc2c3n(nc2c1)-c1ccc(Cl)cc1CO3	1	-3	4	6.0	28	13	-146	-90
CCCCNc1nc2ccccc2nc1Cl	10	-2	6	-0.8	8	16	0	-9
COc1ccc(NC(=O)C2CC(c3c(F)cccc3Cl)=NO2)cc1 (stereo not drawn)	17	0	-2	2.5	8	17	6	-18
COc1ccc(C(C)=O)cc1CSCCC(=O)O	19	-7	0	-2.0	20	-2	13	3
COc1ccc(C2CC(C)=NN2C=O)cc1OC (stereo not drawn)	13	-3	-3	-0.7	7	12	-11	1
Cc1ccc2c(Cl)cc(Cl)c(OCC(=O)NC(=O)NCc3ccco3)c2n1	30	3	-1	-2.2	1	1	-29	-14
CN(Cc1ccc2c(c1)OCO2)C(=O)c1cc(-c2ccccc2)c(N2CCOCC2)s1	-18	-5	-1	2.4	1	31	12	2
COc1ccc(C(CC(=O)Nc2cc([N+](=O)[O-])ccc2OC)c2ccccc2)cc1 (stereo not drawn)	22	-1	-4	1.8	2	22	-28	12
COc1ccc(/C=C(\C#N)C(=O)Nc2cc(S(=O)(=O)N3CCCCC3)ccc2N2CCCCC2)cc1	9	2	-1	2.3	-14	19	2	4
Cc1cc(-c2c(C(=O)N3CCOCC3)c(C)nn2-c2cccc(C(F)(F)F)c2)no1	6	-8	-1	-2.9	10	9	6	12
CCOC(=O)c1c(C)c(C(=O)NCc2ccc3c(c2)OCO3)c(C)n1C	17	-1	-2	-0.6	8	7	25	2
COc1ccc(C2=NN(c3ccc(C=O)cc3)C(c3ccccc3)C2)cc1 (stereo not drawn)	-13	-2	-4	2.0	-4	20	-5	-9
Cc1ccc(S(=O)(=O)c2c(N)n(/N=C/c3ccco3)c3nc4ccccc4nc23)cc1C	36	3	-5	2.1	-13	26	18	23
COC(=O)c1nn(-c2nc(-c3cccc(OC)c3)cc(C(F)(F)F)n2)cc1[N+](=O)[O-]	-6	1	-2	-0.4	-7	9	12	2
O=C(Nc1ccccc1Oc1ccccc1)c1cnccn1	4	-8	4	2.2	8	-8	-10	-11
CC(=O)c1c(C)oc2ccc(NS(=O)(=O)c3cccs3)cc12	8	-1	-4	-2.6	6	-8	-4	-18
c1ccc2c(C3=NNC(=NC4CCCCC4)SC3)c[nH]c2c1	-9	-2	2	0.7	11	19	-32	-48
COc1ccccc1CNC(=O)[C@@H]1CCCN1S(=O)(=O)c1ccc(C)cc1	18	0	0	-0.3	6	8	-4	2
O=C(NCCc1ccccc1)C(c1ccccc1F)N(C(=O)c1csnn1)C1CC1 (stereo not drawn)	8	2	1	0.2	21	20	20	0
CCCc1nnc(NC(=O)c2ccncc2)s1	11	-1	0	-1.3	-13	-9	5	-10
CCN(CC)CCN(C(=O)CCS(=O)(=O)c1ccccc1)c1nc2cc3c(cc2s1)OCO3	8	3	-8	7.2	-26	27	2	-11
Cc1nc2ccccc2n1CC(=O)c1ccc(O)c(O)c1	11	-2	-1	1.5	-6	-1	1	-3
CCCCC(=O)Nc1nnnn1CCC	0	4	-1	6.1	-8	13	-54	28
Cc1cccc2cc(CN(Cc3ccco3)C(=O)c3cccs3)c(=O)[nH]c12	-16	-2	-5	-0.9	-10	4	-3	7
CCOC(=O)C1=C(CS(=O)(=O)c2ccccc2)NC(=O)NC1c1cc(OC)c(O)c(OC)c1 (stereo not drawn)	10	0	0	0.3	-1	9	-14	0
CCNCCNc1ccc(Cl)cc1[N+](=O)[O-]	8	-7	0	0.4	6	-10	14	-6
COc1ccc(N(CC(=O)N/N=C/c2ccco2)S(=O)(=O)c2ccccc2)cc1Cl	-19	-2	-2	1.7	12	22	12	0
COCCn1c(C)cc(C(=O)CN2CCCCC2)c1C	-28	-1	0	0.0	-19	15	-25	-25
O=C(NCCN1CCCC1)C(c1ccccc1)c1ccccc1	-26	-2	-4	-0.4	4	-45	-44	-30
CC(=O)c1c(C)[nH]c(C(=O)OCc2csc(CC(=O)Nc3ccccc3C)n2)c1C	51*	3	-5	-0.7	-16	2	-5	6
O=C1CSC(c2cccc([N+](=O)[O-])c2)N1c1ccccc1F (stereo not drawn)	6	-2	0	-1.0	-7	5	16	-1
COc1ccc(NC(=O)c2cc(-c3ccc4c(c3)OCO4)on2)cc1	1	0	0	0.9	5	-10	-43	-7
Cc1c(Cl)cccc1NC(=O)CSc1nncn1-c1cccnc1	25	-2	6	0.2	-5	-8	9	10
CN(C)S(=O)(=O)c1ccc(S(=O)(=O)N2CCCC2)cc1	27	-2	2	0.9	23	3	0	9
O=C(c1ccccc1)c1ccc2c(c1)OCCOCCOCCO2	18	2	1	-1.6	-6	7	20	-4
Cc1nn(C)c(Cl)c1CN1CCN(CCC(C)C)C(CCO)C1 (stereo not drawn)	-28	-5	3	-1.4	-6	8	2	-16

3 compounds from above, ordered by molecular weight, largest number first:
SMILES	Mdm2 MdmX PPI	APJ ag	XBP1 UPR activ	CHOP UPR activ	APJ antag	tim23-1 inh	697 NFkB inh	Jurkat NFkB inh
CC(=O)c1c(C)[nH]c(C(=O)OCc2csc(CC(=O)Nc3ccccc3C)n2)c1C	51*	3	-5	-0.7	-16	2	-5	6
Cc1cccc2cc(CN(Cc3ccco3)C(=O)c3cccs3)c(=O)[nH]c12	-16	-2	-5	-0.9	-10	4	-3	7
CCCCC(=O)Nc1nnnn1CCC	0	4	-1	6.1	-8	13	-54	28

Some of the entries so far, with values under each structure.
Sequence of screens: Mdm2 MdmX PPI | APJ ag | XBP1 UPR activ | CHOP UPR activ | APJ antag | tim23-1 inh | 697 NFkB inh | Jurkat NFkB inh
CCNCCNc1ccc(Cl)cc1[N+](=O)[O-]
  8 | -7 | 0 | 0.4 | 6 | -10 | 14 | -6
COc1ccc(N(CC(=O)N/N=C/c2ccco2)S(=O)(=O)c2ccccc2)cc1Cl
  -19 | -2 | -2 | 1.7 | 12 | 22 | 12 | 0

Further results:
SMILES	Mdm2 MdmX PPI	APJ ag	XBP1 UPR activ	CHOP UPR activ	APJ antag	tim23-1 inh	697 NFkB inh	Jurkat NFkB inh
O=C(Nc1cccc(C(=O)Nc2ccccc2C(=O)O)c1)c1cccc(Cl)c1	-6	0	0	-1.6	18	20	-15	21
COc1ccc(C(=O)OC(C)C(=O)NC2CCCC2)cc1S(=O)(=O)N1CCOCC1 (stereo not drawn)	-25	1	0	-0.6	-7	8	4	-18
CC(=O)NC(c1ccc(C(C)C)cc1)c1ccc2cccnc2c1O (stereo not drawn)	81*	-2	2	1.3	12	58*	-32	51*
Cc1ccccc1N1C(=O)CSC1=C(C#N)C#N	-17	-7	-2	0.0	7	16	1	-13
CC1CCN(CCNC(=O)C2CCCN(c3ncnc4c3nc3n4CCCCC3)C2)CC1 (stereo not drawn)	6	-1	-2	0.3	13	-4	0	8
COc1ccc(-c2cc(OC)c3ccccc3n2)cc1	-2	-2	1	4.2	8	35	-11	8
Nc1nc(O)c(CC(=O)O)s1	-9	-3	-7	-0.6	-10	9	-8	-18
O=C(Nc1ccncc1)c1ccc(Cl)c(S(=O)(=O)N2CCc3ccccc32)c1	43	13	-4	3.9	-6	-61	-17	60*
CCCn1nc(C(=O)Nc2cccc(S(=O)(=O)N(C)c3ccccc3)c2)c2ccccc2c1=O	53*	-5	-4	3.7	-1	13	-15	2
Cc1[nH]c(=O)[nH]c1C(=O)CCCCC(=O)O	11	0	-3	-2.5	0	0	-3	5
CCN(CC)CCn1c(NCc2ccc(OC)cc2)nc2ccccc21	8	-5	2	-0.6	5	-4	-44	9
Nc1cc(=O)[nH]c(SCC(=O)N2CCCc3ccccc32)n1	1	-3	-2	-0.9	-12	24	-17	-3
CN(C)/C=C1\C(=O)NN=C1c1ccccc1	-5	-5	-1	-0.9	0	16	15	11
COc1ccc(NC(=O)CCC(=O)Nc2ccc3nc(N4CCOCC4)cc(C)c3c2)c(OC)c1	-22	-1	-4	6.4	5	5	-39	-27
O=C(NCc1ccccc1)C1=C[C@@H](c2coc3ccccc3c2=O)C[C@@H](OCCCCO)O1	20	-1	-1	0.8	-1	2	-10	9
